# Mtb RmlCD inh – blocks M. tuberculosis RmlC and RmlD coupled enzymes; AID 1533; RmlC+RmlD coupled enzyme assay, percent inhibition; primary screen in compound mixtures; 0.03% of 160,000 active; inhibition, % at 3.6 µM; in the data active means inhibition mostly above about 34%, no sharp cut-off; further: some results filed as inactive read as strong as hits
# Target sequence (P9WH09 whole entry, looked up): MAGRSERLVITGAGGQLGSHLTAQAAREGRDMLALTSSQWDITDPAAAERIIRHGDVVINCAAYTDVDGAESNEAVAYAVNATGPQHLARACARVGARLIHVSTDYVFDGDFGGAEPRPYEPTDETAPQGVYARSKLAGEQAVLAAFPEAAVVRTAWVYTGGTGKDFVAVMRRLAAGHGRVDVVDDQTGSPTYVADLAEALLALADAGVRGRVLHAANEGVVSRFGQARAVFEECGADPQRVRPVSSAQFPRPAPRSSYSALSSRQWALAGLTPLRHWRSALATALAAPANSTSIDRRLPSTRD
# Target sequence (P9WH11 whole entry, looked up): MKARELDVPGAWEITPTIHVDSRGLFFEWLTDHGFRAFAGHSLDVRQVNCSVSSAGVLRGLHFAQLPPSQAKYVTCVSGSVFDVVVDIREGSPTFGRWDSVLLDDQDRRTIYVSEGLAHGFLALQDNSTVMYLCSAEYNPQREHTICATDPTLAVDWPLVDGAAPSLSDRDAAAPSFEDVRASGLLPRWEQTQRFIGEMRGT
# M. tuberculosis GlmU – inhibition of mycobacterial GlmU enzyme – biochemical, glucosamine-1-phosphate acetyltransferase (AID 1376). M. tuberculosis GlmU acetyltransferase enzyme assay; higher % means a stronger effect. one-dose inhibition, %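 (tested at 30 µM in the primary screen)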; IC50 in µM for titrated hits. 0.25% of 220,000 active; in the data active means inhibition above about 13%;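 further: 0% = complete reaction with vehicle and 100% = reaction without substrate; strong numbers were not always called active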
# An asterisk follows results filed as active; · = no result given.
# Results follow in this order: Mtb RmlCD inh, M. tuberculosis GlmU
> CCCCOC(=O)CSC1=C(C#N)C(c2cccnc2)C(C(=O)OCC)=C(c2ccccc2)N1 (centres undefined)
→ 95, -2.5%
> Cc1nnsc1C(=O)N/N=C/c1ccc2ccccc2c1O
→ 21, -3.0%
> O=c1cc(CN2CCN(c3ccc(F)cc3)CC2)nc2sccn12
→ 7, 2.2%
> CCc1ccccc1NC(=O)CNCc1ccccc1
→ 5, 3.3%
> CCC(C)NC(=O)Cn1cc2c(n1)CCC(C)C2 (centres undefined)
→ -5, 2.3%
> N#Cc1nc(-c2cccs2)oc1NCCc1ccccc1
→ 8, 4.5%
> Clc1ccc(COn2ccnc2)cc1Cl
→ 4, -4.3%
> CCOC(=O)N1CCN(S(=O)(=O)c2cc(OCC(N)=O)c(C)cc2Cl)CC1
→ ·, -0.7%
> CC(=O)Nc1ccc(OCC(O)CN2CCN(S(=O)(=O)c3ccc(NC(C)=O)cc3)CC2)cc1 (centres undefined)
→ 17, -0.3%
> CC1=C(C(=O)OCC(C)C)[C@]23C(=O)c4ccccc4[C@@]2(O1)OC(N)=C3C#N
→ ·, -1.9%
> CCOC(=O)C1=CSC2=NS(=O)(=O)CCN12
→ 10, 7.4%
> CCOc1ccc(NC(=O)CN2C(=O)C3CC=CCC3C2=O)cc1 (centres undefined)
→ ·, 8.1%
> COc1ccc(-n2c(C)cc(C(=O)Cn3nc(C(=O)O)c4ccccc4c3=O)c2C)cc1
→ 1, -2.1%
> O=C(COc1ccccc1F)NCc1ccc(-n2cccc2)cc1
→ -5, ·
> Cc1cc2cc(C(c3nnnn3Cc3ccco3)N3CCc4ccccc43)c(=O)[nH]c2cc1C (centres undefined)
→ -6, 6.3%
> COc1ccc(OC)c(C2C(C(N)=O)=C(C)Nc3nc(-c4cccc(Cl)c4)nn32)c1 (centres undefined)
→ 7, 2.1%
> COC(=O)CSc1nc2cc3c(cc2cc1C)OCCO3
→ ·, 1.2%
> Cc1ccc(CN2C(=O)NC(=O)C3(Cc4c(nc5ccccn5c4=O)N4CCCCCC43)C2=O)cc1 (centres undefined)
→ ·, -0.2%
> O=C(N/N=C\c1ccc(F)cc1)c1ccc(Cn2cc(Br)c([N+](=O)[O-])n2)o1
→ ·, -9.3%
> CNS(=O)(=O)c1cc(OC)ccc1OC
→ 1, -5.4%

# Full records from above. Order of values: Mtb RmlCD inh, M. tuberculosis GlmU
# CCc1ccccc1NC(=O)CNCc1ccccc1 is listed with 5, 3.3%
# COC(=O)CSc1nc2cc3c(cc2cc1C)OCCO3 is listed with ·, 1.2%
# Cc1ccc(CN2C(=O)NC(=O)C3(Cc4c(nc5ccccn5c4=O)N4CCCCCC43)C2=O)cc1 (centres undefined) is listed with ·, -0.2%
# CCOC(=O)N1CCN(S(=O)(=O)c2cc(OCC(N)=O)c(C)cc2Cl)CC1 is listed with ·, -0.7%
# CCCCOC(=O)CSC1=C(C#N)C(c2cccnc2)C(C(=O)OCC)=C(c2ccccc2)N1 (centres undefined) is listed with 95, -2.5%

# The listing continues:
# Results follow in this order: Mtb RmlCD inh, M. tuberculosis GlmU
> CC(C)CNS(=O)(=O)c1ccc(CCC(=O)N2CCN(c3ccc(F)cc3)CC2)cc1
→ -6, -4.8%
> Cc1occc1C(=O)NNC(=S)Nc1ccccc1C(F)(F)F
→ -5, -3.6%
> O=C(NCc1ccccc1)C1CCN(S(=O)(=O)N2CCOCC2)CC1
→ ·, -1.8%
> N#C/C(=C\c1ccc2c(c1)OCO2)C(=O)NCc1ccco1
→ -12, 1.3%
> COc1ccc(C2C3=C(CC(C)(C)CC3=O)Nc3c2c(=O)[nH]c(=O)n3Cc2ccccc2)cc1 (centres undefined)
→ -8, -6.1%
> c1ccc(OCc2noc(CN3CCC(C4CCCCC4)C3)n2)cc1 (centres undefined)
→ 9, -6.0%
> COc1cccc(-c2ccc(C#N)c(SCC(=O)NCCc3ccccc3)n2)c1
→ 8, -0.6%
> Cc1occc(=O)c1OC(=O)Nc1ccc(Cl)c(Cl)c1
→ ·, -4.8%
> CCOC(=O)N1CCC(n2c(SCC(=O)NCc3ccco3)nc3ccsc3c2=O)CC1
→ 1, -1.8%
> O=C1CCC2S/C(=C/Nc3ccc(C(F)(F)F)cc3)C(=O)N12 (centres undefined)
→ 8, 3.8%
> COC(=O)[C@@H](NC(=O)N1CCN(c2cccc(C(F)(F)F)c2)CC1)C(C)C
→ -9, 3.0%
> CCCCc1ncc(CN2CCCC(C(=O)c3ccc(SC)cc3)C2)[nH]1 (centres undefined)
→ -17, -4.6%
> Cc1ccc(C)c(NC(=O)CSc2nc3nc(-c4cccs4)cc(C(F)(F)F)c3c(=O)[nH]2)c1
→ ·, -3.5%
> CC1(C)CC(=O)C(Sc2nnc(-c3ccc(O)cc3)n2CC2CCCO2)C(=O)C1 (centres undefined)
→ ·, -2.5%
> Cc1cc(C)n(-c2cc(N3CCOCC3)ncn2)n1
→ 10, 2.0%
> COC(=O)c1ccccc1-c1ccc(C=O)o1
→ 7, -1.6%
> COc1ccc(-c2cnnc(N/N=C/c3ccc(-c4ccc([N+](=O)[O-])cc4)o3)n2)cc1
→ 7, -4.3%
> Cc1ccc(OC(=O)C(F)(F)F)c2c1NCCC2
→ ·, -1.0%
> Cc1ccc2c(c1)nnn2C1CCN(S(=O)(=O)c2ccc(C(=O)N(C)C)cc2)CC1
→ 25, 0.2%
> Cc1ccc(CNC(=O)[C@@H]2CCC(=O)N2Cc2ccco2)cc1
→ ·, 2.5%

# Remaining list, next part.
# Results follow in this order: Mtb RmlCD inh, M. tuberculosis GlmU
> COc1cc(C(=O)NCCOc2ccccc2)c(Br)c(OC)c1OC
→ -5, 0.7%
> CC(C)(C)NC(=O)CN(Cc1cccs1)C(=O)CNS(=O)(=O)c1ccc(F)cc1
→ -1, -5.8%
> CCOC(=O)CSc1nc2cc(C(F)(F)F)cnc2n1C
→ -7, -0.8%
> O=C(Nc1ccc(N2CCN(C(=O)C3CC3)CC2)cc1)c1cccs1
→ 1, 0.4%
> Cc1ccccc1C1c2[nH]c3ccccc3c2CCN1Cc1cccn1-c1ncccn1 (centres undefined)
→ 1, 0.0%
> CCOc1ccccc1NC(=O)c1ccccc1NS(C)(=O)=O
→ 8, -2.6%
> CCOc1ccccc1OCCCNCc1ccco1
→ -4, -0.8%
> CC1CCN(C(=O)c2ccc(NS(=O)(=O)c3cccc4cccnc34)cc2)CC1
→ 18, 3.8%
> O=C(c1ccc(C(F)(F)F)cc1)N1CCCCC1
→ ·, 0.1%
> Cc1nc2ccc(Cl)cc2nc(C)/c1=N\O
→ 5, -5.4%
> CCOC(=O)c1c(C)[nH]c(O)c1C=Nc1ccc(Cl)cc1
→ ·, -7.6%
> O=C(Nc1sc2c(c1C(=O)c1ccc(Cl)cc1)CCCC2)c1cccnc1
→ 11, 4.0%
> COc1ccccc1NS(=O)(=O)c1cc(NC(=O)c2cccs2)ccc1N1CCCCC1
→ 2, 2.4%
> Cc1cc(Br)c2c(c1)C(O)(N1CCCCC1C)C(=O)N2 (centres undefined)
→ 1, 0.1%
> NC(=O)C1(N2CCCCC2)CCN(C(=O)Nc2ccccc2C(F)(F)F)CC1
→ ·, 0.0%
> CCN1CCN(C(=S)Nc2cc(C(=O)OC)ccc2C(=O)OC)CC1
→ -9, 7.0%
> CCC(=O)N1CCc2cc(S(=O)(=O)CCC(=O)NCCc3ccccc3)ccc21
→ ·, -2.5%
> Cc1cc2cc(C#N)c(N3CCN(S(C)(=O)=O)CC3)nc2cc1C
→ ·, -3.2%
> CCn1c(SCC(=O)N2CCN(c3ccccc3)CC2)nnc1-c1ccoc1C
→ ·, 0.3%
> COc1ccc(-c2nnc(SCc3cc(C)cc(C)c3)o2)cc1
→ -7, ·

# Carrying on:
# Results follow in this order: Mtb RmlCD inh, M. tuberculosis GlmU
> CCOC(=O)C1=C(C)NC(SC)=NC1c1ccccc1 (centres undefined)
→ ·, 3.5%
> CCC(=O)NC(=S)NNC(=O)COc1ccc(Br)cc1
→ -9, -1.6%
> Cc1cc(OCC(=O)Nc2ccc(CN3CCCCC3)cc2)ccc1Cl
→ 11, -9.8%
> COc1ccc(S(=O)(=O)NNC(=O)C2Cc3c(ccc4ccccc34)O2)cc1 (centres undefined)
→ ·, 0.1%
> COc1cc(/C=N/Nc2ccccc2[N+](=O)[O-])cc(OC)c1O
→ -10, 2.8%
> CC1=CCC(C(=O)O)C(C(=O)O)C1 (centres undefined)
→ -4, 3.3%
> O=C(CN1C(=O)CSC1=O)NCc1ccccc1
→ 26, -3.7%
> COc1cccc(NC(=O)C2CC2(c2cccc(OC)c2)c2cccc(OC)c2)c1 (centres undefined)
→ -1, 3.2%
> O=C(Nc1ccc(Cc2ccncc2)cc1)c1ccco1
→ -3, 5.9%
> CCOC(=O)c1cnn(-c2ncnc3sc(C)c(C)c23)c1N
→ ·, -0.9%
> C[C@@H](C(=O)N1CCN(C(=O)OC(C)(C)C)CC1)n1cc(CCCN=C(NC(=O)OC(C)(C)C)NC(=O)OC(C)(C)C)nn1
→ ·, 3.3%
> COc1ccc(CN2C(=O)c3ccccc3C2=O)cc1C(=O)OC(C)C(=O)NC(N)=O (centres undefined)
→ -11, 8.6%
> S=C(NCc1ccncc1)NC1CCCCC1
→ ·, 2.5%
> Cc1cccc(NC(=O)CSc2nc3c(oc4ccccc43)c(=O)n2-c2ccccc2)c1
→ 8, -5.1%
> COC(=O)C1=NNC(C(=O)c2ccco2)C1c1ccc(OC)cc1 (centres undefined)
→ ·, 1.1%
> Cc1nn(CCOc2ccccc2)c(=O)n1-c1c(F)cccc1F
→ -4, -2.4%
> CC(C)(O)C#Cc1ccc(CN2CCN(CCc3ccccc3)C(CCO)C2)s1 (centres undefined)
→ 13, -2.3%
> CN(C1CCCC1)C1CCN(C(=O)CNC(=O)/C=C/c2ccc(F)cc2)CC1
→ 6, 2.9%
> CCCC(=O)NCCCc1nc2ccccc2[nH]1
→ 6, 4.1%
> CCOC(=O)CSc1nnc(CNC(=O)c2ccc(OC)cc2)n1Cc1ccccc1
→ ·, -0.1%

# 2 entries drawn at random from those above, as already listed:
# Results follow in this order: Mtb RmlCD inh, M. tuberculosis GlmU
> CC1=CCC(C(=O)O)C(C(=O)O)C1 (centres undefined)
→ -4, 3.3%
> COc1cc(/C=N/Nc2ccccc2[N+](=O)[O-])cc(OC)c1O
→ -10, 2.8%

# Remaining list, next part
# Results follow in this order: Mtb RmlCD inh, M. tuberculosis GlmU
> Nc1ncn(CC(=O)c2ccccc2)n1
→ 18, 0.8%
> N#Cc1cc2ccc(N3CCOCC3)cc2cc1C#N
→ 3, 5.5%
> CC(C)Sc1nnc(NC(=O)C2CC2)s1
→ ·, 8.2%
> C=CCS(=O)(=O)c1nc2ccccc2s1
→ ·, 5.7%
> COc1ccc(-c2ccc(N(C)C)cc2)cc1[C@H]1[C@H]2C=CC[C@@H](C)[C@@H]2C(=O)N1Cc1ccccc1
→ ·, 3.6%
> Cc1c(CN(C)C)c2c(n1C)C(=O)c1ccc(Br)cc1-2
→ 12, 0.0%
> C=CCn1c(=O)c2c(nc(-c3ccc(S(=O)(=O)O)cc3)n2C)n(C)c1=O
→ ·, -0.9%
> CC(C)CN=Cc1c(O)c([N+](=O)[O-])cc2oc3c(c12)CCCC3
→ 13, -5.4%
> CCOC(=O)Cc1csc(NC(=O)CSc2nnc(Cc3csc(N)n3)n2C)n1
→ ·, 1.5%
> COc1ccc(C(=O)Nc2ccc3c(c2)OCCO3)cc1
→ 4, -4.4%
> Cn1c(N)c(C(=O)COC(=O)CNS(=O)(=O)c2ccc(Cl)c(Cl)c2)c(=O)n(C)c1=O
→ 4, -4.5%
> O=C(NCCOc1nc(N2CCOCC2)nc(N2CCOCC2)n1)Nc1ccc(Cl)cc1
→ 4, -1.1%
> Cc1ccc(C2NC(=O)CCC2[N+](=O)[O-])cc1 (centres undefined)
→ 13, 1.0%
> Cc1cc(C)nc(SCC(=O)c2ccc([N+](=O)[O-])cc2)n1
→ -7, 3.1%
> CCc1c(C)c2nncn2[nH]c1=O
→ -6, ·
> COc1cccc(C(C(=O)NC(C)(C)C)N(C(=O)CCC(=O)Nc2cc(C)on2)C(C)(C)C)c1OC (centres undefined)
→ ·, -0.1%
> CCCCCC(O)(CCCCC)C(=O)NNc1ccccc1
→ -4, -3.1%
> CC(=O)/C(=N/Nc1ccc(Br)cc1)N1CCCc2ccccc21
→ -2, 5.3%
> CN(/N=C/c1ccc2c(c1)OCO2)c1nc(N2CCOCC2)nc(N2CCOCC2)n1
→ -5, -0.6%
> Cc1cc(C)nc(N2CCC(C(=O)NC3CCCCCC3)CC2)n1
→ ·, 0.8%

# Next records follow:
# Results follow in this order: Mtb RmlCD inh, M. tuberculosis GlmU
> CSc1ccc(S(=O)(=O)N2CCCC2)cc1
→ ·, 0.5%
> Cc1nn(-c2ccccc2)cc1C(=S)Nc1ccccc1
→ ·, 1.8%
> CNc1ccccc1C(C)(C)c1cc(-c2cccc(OC)c2)no1
→ -14, -2.8%
> C=CCN(CC=C)C(=S)NC(=O)/C=C/c1ccccc1
→ 14, 3.2%
> O=[N+]([O-])c1ccc2[nH]c3c(c2c1)CCCC3O (centres undefined)
→ ·, 9.1%
> CCOC(=O)C1CCN(C(=S)Nc2cccc(C)c2C)CC1
→ 59, 0.3%
> Cc1c(Cl)cccc1-n1c(-c2cccnc2)n[nH]c1=S
→ 52, 3.5%
> COc1cccc(Nc2nc3ccccc3nc2-n2nc(C)cc2C)c1
→ -7, -1.8%
> CCOC(=O)C1=C(CSc2nc3c(cc2C#N)CN(C)CC3)OC(N)=C(C#N)C1c1ccccc1 (centres undefined)
→ ·, -3.3%
> CC(C)NS(=O)(=O)c1ccc(OCC(=O)NC(C)c2ccccc2)cc1 (centres undefined)
→ -8, -0.1%
> C=CCn1c(SCC(=O)Nc2cccc(OC)c2)nnc1-c1cccnc1
→ 5, 0.6%
> Cc1cc(=O)oc2cc(OCC(=O)OCc3nnc(-c4ccccc4)o3)ccc12
→ -6, -4.3%
> O=C(O)CCn1cc(C=C2C(=O)NC(=S)NC2=O)c(-c2cccc(Br)c2)n1
→ -7, 7.7%

# Source: PubChem (several laboratories)

# The list is partial, so the mix of outcomes need not match the whole.
